Screening data: PubChem BioAssay, several laboratories
KCNQ2 block: KCNQ2 potassium channel inhibitors, primary screen, cell-based, CHO-K1, FluxOR thallium flux, B-score (AID 2156); 20 min; hits give low values; B-score at 10 µM; hit rate 1.1% among 310,000; O88943;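 active = fluorescence ratio B-score at most minus 3 library SDs, with starting brightness B-score within 2 library SDs, cut at about -5.5 in these data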
STK33 kinase inh: blocks human STK33 kinase activity; Q9BYT3; purified STK33, MBP phosphorylation, ADP-Glo luminescence; inhibition, % at 10 µM; hit rate 0.073% among 320,000; AID 2661;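 active = inhibition at or above 25%, using the most active replicate where run in duplicate; inactive = inhibition below 25%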
Target sequence (Q9BYT3 whole entry, looked up): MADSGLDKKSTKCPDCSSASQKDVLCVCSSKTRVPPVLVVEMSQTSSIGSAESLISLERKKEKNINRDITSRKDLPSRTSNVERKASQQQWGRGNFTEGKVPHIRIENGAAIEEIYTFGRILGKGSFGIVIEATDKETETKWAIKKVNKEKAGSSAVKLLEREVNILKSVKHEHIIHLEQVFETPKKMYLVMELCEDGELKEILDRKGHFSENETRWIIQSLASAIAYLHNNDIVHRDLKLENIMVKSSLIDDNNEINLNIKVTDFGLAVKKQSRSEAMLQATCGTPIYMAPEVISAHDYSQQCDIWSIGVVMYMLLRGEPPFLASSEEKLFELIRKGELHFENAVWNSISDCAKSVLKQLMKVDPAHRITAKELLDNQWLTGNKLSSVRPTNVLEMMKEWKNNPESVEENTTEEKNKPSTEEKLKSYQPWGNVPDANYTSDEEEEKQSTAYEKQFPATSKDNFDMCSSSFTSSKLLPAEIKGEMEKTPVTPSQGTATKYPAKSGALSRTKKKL
OX1R FRET antag: OX1R (human) antagonism. O43613. hit rate 1.8% among 330,000. OX1R-expressing cells, FRET antagonist read-out. AID 485270. inhibition, % at 6.6 µM; in the data active = inhibition mostly above about 38%, no sharp cut-off; inactive = mostly below about 40%;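 also: 0% = agonist challenge alone and 100% = reference antagonist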
Target sequence (O43613 whole entry, looked up): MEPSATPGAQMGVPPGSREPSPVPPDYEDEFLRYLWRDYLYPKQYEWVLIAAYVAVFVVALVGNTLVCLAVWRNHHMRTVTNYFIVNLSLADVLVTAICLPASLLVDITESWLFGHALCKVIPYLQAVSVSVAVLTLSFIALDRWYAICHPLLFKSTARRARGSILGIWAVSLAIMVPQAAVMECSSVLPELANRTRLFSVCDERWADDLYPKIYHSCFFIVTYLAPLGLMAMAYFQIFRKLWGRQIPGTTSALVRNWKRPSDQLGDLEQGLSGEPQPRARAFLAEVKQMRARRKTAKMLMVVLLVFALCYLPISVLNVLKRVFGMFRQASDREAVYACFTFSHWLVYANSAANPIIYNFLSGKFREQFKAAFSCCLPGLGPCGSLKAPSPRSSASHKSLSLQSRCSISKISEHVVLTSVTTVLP
* = called active by the depositor; i = inactive; . = no result given.

SMILES | KCNQ2 block | STK33 kinase inh | OX1R FRET antag
COc1ccc(C2Oc3ccccc3C3=C2C(c2cccs2)n2ncnc2N3)cc1 (stereo not drawn) | i | -0.1 | 41.5
NS(=O)(=O)c1ccc(CCNC(=O)c2ccc[nH]c2=S)cc1 | i | -1.9 | -2.7
CC1=C(C(=O)Nc2ccccc2)C2(CCCCC2)C(C#N)=C(S)N1 | i | 0.3 | 8.4
CC(C)c1cccc(C(C)C)c1OCCCCN1CCCC1 | i | -0.4 | 12.2
COc1ccc(N2CC(C(=O)N[C@H](C(=O)NC3CCCC3)C(C)C)CC2=O)cc1 (stereo partly drawn) | i | -1.2 | 12.0
O=C(NCc1ccccc1)C(c1ccccn1)N(C(=O)c1csnn1)c1ccccc1F (stereo not drawn) | i | 0.3 | 19.2
COc1ccc(N(C(C)C(=O)Nc2ccc(S(=O)(=O)N3CCCCC3)cc2)S(C)(=O)=O)cc1 (stereo not drawn) | i | -1.9 | 18.4
CCNc1c(NC(=O)c2cccs2)c(=O)oc2ccccc12 | i | -0.9 | 6.0
CCOC(=O)N/N=C/c1c(C)nn(-c2ccccc2Cl)c1Cl | i | -0.5 | 11.0
CC(C)C(=O)NC(=S)N(Cc1ccccc1)Cc1ccccc1 | i | 0.9 | 18.1
O=C(CCc1nc2ccccc2c(=O)[nH]1)NNC(=O)c1cccc(Cl)c1 | i | 0.0 | 23.1
O=C(NCCCn1ccnc1)c1cc2nc(-c3ccc(Br)cc3)cc(C(F)(F)F)n2n1 | i | -1.2 | 25.9
O=C(NCCO)C(O)C(O)C(=O)NCCO (stereo not drawn) | i | 0.1 | 8.2
O=C(CN(c1ccc(F)cc1)S(=O)(=O)c1ccc2c(c1)OCCO2)Nc1ccc2c(c1)OCO2 | i | -0.7 | 26.6
O=C(Nc1ccc(-c2ccc3nncn3n2)cc1)C1CCCC1 | i | -1.1 | 15.6
Cc1ccccc1C(=O)N1CCN(c2ccccn2)CC1 | i | -0.6 | 14.2
COc1ccc(-n2nc(C(N)=O)nc2-c2ccccc2)cc1 | i | -1.1 | 19.7
Cc1cccc2[nH]c(CN(C)Cc3nc(CC4CC4)no3)nc12 | i | -0.4 | 22.9
Cc1ccc(C)c(NC(=S)N2CCCC2)c1 | i | -0.9 | -0.3
Cc1cccc(C(=O)Nc2ccc(NC(=O)c3ccccc3)cc2)c1 | i | 0.6 | 2.6
O=c1cc(O)nc(SCc2ccc(Cl)cc2)[nH]1 | i | 1.0 | 18.8
Cn1c(=O)c2c(nc(NCCc3ccccc3)n2Cc2ccc(F)cc2)n(C)c1=O | i | -0.9 | 6.8
CC(NC(=O)Cn1c(=O)[nH]c2ccsc2c1=O)C12CC3CC(CC(C3)C1)C2 (stereo not drawn) | i | -9.4 | 5.8
CC(C)(C)c1cnnn1-c1ccc(-c2csc(N)n2)cc1 | i | 0.3 | 9.7
CCn1c(SCC(=O)Nc2cccc(NC(=O)c3ccco3)c2)nnc1-c1cccs1 | i | 1.1 | 42.2
O=Cc1ccc(Oc2cc(-c3ccccc3)nc(-c3ccccc3)n2)cc1 | i | -0.1 | 21.1
CC(NC(=O)COC(=O)/C=C/c1ccc([N+](=O)[O-])cc1)c1ccccc1 (stereo not drawn) | i | -1.2 | 53.2
Cn1c(C(=O)NCCOc2ccccc2Cl)cc(=O)n(C)c1=O | i | -1.1 | 21.8
CCCOC(=O)c1cccc(Nc2nc(-c3cccnc3)nc3ccccc23)c1 | i | -1.1 | 33.6
CN1CCC(=NNC(=O)c2ccco2)CC1 | i | 1.0 | 22.1
Cc1cccc(NC(=O)COC(=O)C2C3CC4OC(=O)C2C4C3)c1C (stereo not drawn) | i | 0.8 | 4.0
O=C(Nc1ccccc1C(=O)N1CCOCC1)c1ccco1 | i | -0.5 | -0.5
COc1ccc(CN(CC2CCCO2)S(=O)(=O)c2ccc(C(=O)O)cc2)cc1OC (stereo not drawn) | i | 0.3 | 12.5
Cc1cccc(C(=O)NCCCNC(=O)c2ccc(C)nc2)c1 | i | -0.2 | 6.2
CC(C)=C1SC(N2CCCCC2)=NC1=O | i | 0.0 | 1.4
C#CCOCCOCCOCCNc1nc(N2CCN(C(=O)[C@H](CCC(=O)O)n3cc([C@@H](N)CCCCN)nn3)CC2)nc(N2CCN(C(=O)[C@H](CCC(=O)O)n3cc([C@@H](N)CCCCN)nn3)CC2)n1 | . | -0.3 | 0.7
CCOc1ncccc1C(=O)Nc1ccc(S(=O)(=O)NC2=NCCCCC2)cc1 | i | 3.9 | 15.1
COc1ccc(CN2CCN(C3CCC3)CC2CCO)c(C)c1C (stereo not drawn) | i | -1.1 | 2.0
COc1ccc(N(CC(=O)NCCC2=CCCCC2)S(C)(=O)=O)cc1 | i | -3.4 | 8.3
O=C(Cc1ccccc1)NCCc1cnc[nH]1 | i | -1.1 | -10.1
Cc1cc(Br)ccc1NC(=O)CN1C(=O)C2C3CC(c4ccccc4)C(C3)C2C1=O (stereo not drawn) | i | 1.7 | 10.0
CCOC(=O)C1CCN(C2=NC(=O)/C(=C/c3ccccc3OC)S2)CC1 | i | 0.6 | 8.1
COc1cc(CC(NC(C)=O)C(=O)NC2CCN(C(=O)Nc3ccc(C)cc3)CC2)cc(OC)c1 (stereo not drawn) | i | -2.4 | 9.0
Cc1cc(C)nc(SCCS(=O)Cc2ccc(Cl)cc2)n1 (stereo not drawn) | i | -0.7 | 32.6
Cc1sc(NC(=O)CSc2nnnn2C)c(C#N)c1C | i | -1.0 | 5.7

Profiles as entered above. Order of values: KCNQ2 block | STK33 kinase inh | OX1R FRET antag
Cc1cccc(C(=O)NCCCNC(=O)c2ccc(C)nc2)c1 as listed: i | -0.2 | 6.2
C#CCOCCOCCOCCNc1nc(N2CCN(C(=O)[C@H](CCC(=O)O)n3cc([C@@H](N)CCCCN)nn3)CC2)nc(N2CCN(C(=O)[C@H](CCC(=O)O)n3cc([C@@H](N)CCCCN)nn3)CC2)n1 as listed: . | -0.3 | 0.7
CCOc1ncccc1C(=O)Nc1ccc(S(=O)(=O)NC2=NCCCCC2)cc1 as listed: i | 3.9 | 15.1
COc1ccc(CN2CCN(C3CCC3)CC2CCO)c(C)c1C (stereo not drawn) as listed: i | -1.1 | 2.0
Cc1cc(Br)ccc1NC(=O)CN1C(=O)C2C3CC(c4ccccc4)C(C3)C2C1=O (stereo not drawn) as listed: i | 1.7 | 10.0

Next structures
SMILES | KCNQ2 block | STK33 kinase inh | OX1R FRET antag
Cc1ccc(C(=O)Cn2cnc3ccccc3c2=O)cc1C | i | -1.5 | 18.1
COc1ccc(NC(=O)CS(=O)(=O)Cc2ccccc2)c([N+](=O)[O-])c1 | i | 6.0 | 50.5*
O=C(NCCC1=CCCCC1)NC12CC3CC(CC(C3)C1)C2 | i | -1.6 | 18.4
O=C(CCN1CCOCC1)c1ccc(N2CCCCC2)cc1 | . | -0.2 | 2.3
Cn1c(=O)oc2cc(S(=O)(=O)N3CCC(C(=O)Nc4ccc(OC(F)(F)F)cc4)CC3)ccc21 | i | -0.5 | 10.4
O=c1[nH]cc(S(=O)(=O)N2CCCc3ccccc32)c(=O)[nH]1 | i | 0.0 | 24.1
CC(OC(=O)c1cc(=O)[nH]c2ccccc12)C(=O)NCc1ccccc1 (stereo not drawn) | i | 0.7 | 15.3
Cc1onc(-c2c(Cl)cccc2Cl)c1C(N)=O | i | -0.4 | 7.4
O=C(CCC1CCCC1)Nc1ccc(C(=O)NCc2cccnc2)cc1 | i | 0.2 | 17.1
Cn1c(=O)c2c(-c3ccccc3)n(Cc3cccnc3)cc2n(C)c1=O | i | -1.4 | 6.6
Cn1c(Cc2cccs2)n[nH]c1=S | i | -0.8 | 14.6
CCN(CC)CCN(Cc1cc2cccc(C)c2[nH]c1=O)C(=S)Nc1ccccc1 | i | 1.0 | 26.8
CS(=O)(=O)Nc1cccc(-c2cnc3ccccc3n2)c1 | i | -0.4 | 9.0
O=C(O)c1ccc(N2C(=O)Nc3ccccc3N2O)cc1 | i | -0.7 | 1.2
COC(=O)CSc1ncc(S(=O)(=O)c2ccccc2)c(=O)[nH]1 | i | -0.7 | -2.4
O=C(CSc1n[nH]c(-c2ccccc2)n1)N1CCCC1 | i | -0.8 | 20.6
O=C(Nc1ccc2c(c1)CCC2)c1ccc(Cl)nc1 | i | -0.7 | 4.1
OCCN1CCN(CC(O)COCCOc2ccc(Br)cc2)CC1 (stereo not drawn) | i | -1.1 | 0.0
C/C(=N\NC(N)=O)c1c(F)cccc1F | i | -2.4 | 6.8
c1cc(SC2CCCCC2)cc(-c2nc3cnccn3c2NC2CCCCC2)c1 | . | 1.0 | 24.6
C=CCNC(=O)c1c(CSc2ccc(Cl)cc2)noc1C(=O)NCc1ccccc1 | i | 0.1 | 42.8
NC(=O)CSc1nnc(COc2cccc3ccccc23)o1 | i | -0.3 | 9.5
COc1ccc(-n2ncc3c2CC(C)(C)CC3NC(=O)CCn2cncn2)cc1 (stereo not drawn) | i | -1.6 | .
O=Cc1cccc2ccc3cccc(C(=O)O)c3c12 | i | -1.8 | 14.5
O=C1CCCN1CN(C(=O)c1ccccc1)c1ccccc1 | i | 0.0 | 21.3
CCC(CC)C(=O)N1CC(=O)Nc2ccc(F)cc2C1c1ccc(F)cc1 (stereo not drawn) | i | 0.1 | 18.6
CCCN1CCN(CCCNC(=O)CCNC(=O)Cn2ccc3ccccc3c2=O)CC1 | i | 0.1 | 17.4
CCCCCCSC1=C(C#N)C(c2ccc(O)cc2)CC(=O)N1 (stereo not drawn) | i | -6.4 | 12.0
N#CC(Sc1ccccn1)c1ccc(Cl)cc1 (stereo not drawn) | i | 0.5 | 32.1
Cc1ccc(-n2c3c(cc(C(=O)NCC(=O)c4ccccc4)c2=O)C(=O)CCC3)cc1 | i | -0.6 | 3.1

Reprinted from the part before: 5 compounds, followed by the next part.
SMILES | KCNQ2 block | STK33 kinase inh | OX1R FRET antag
CCC(CC)C(=O)N1CC(=O)Nc2ccc(F)cc2C1c1ccc(F)cc1 (stereo not drawn) | i | 0.1 | 18.6
CCCN1CCN(CCCNC(=O)CCNC(=O)Cn2ccc3ccccc3c2=O)CC1 | i | 0.1 | 17.4
CCCCCCSC1=C(C#N)C(c2ccc(O)cc2)CC(=O)N1 (stereo not drawn) | i | -6.4 | 12.0
N#CC(Sc1ccccn1)c1ccc(Cl)cc1 (stereo not drawn) | i | 0.5 | 32.1
Cc1ccc(-n2c3c(cc(C(=O)NCC(=O)c4ccccc4)c2=O)C(=O)CCC3)cc1 | i | -0.6 | 3.1
CC(C)(C)c1ccccc1NC(=O)CN1C(=O)NC2(CCCC2)C1=O | i | -1.4 | 8.0
O=C(c1ccc(-n2cnnn2)cc1)N1CCOCC1 | i | -1.1 | 10.6
CCOc1cc2[nH]c(=S)n(C3CCN(Cc4ccccc4)CC3)c(=O)c2cc1OCC | i | -1.8 | 6.4
CCN(CC)S(=O)(=O)c1cc(NC(=O)CSc2n[nH]c(N)n2)ccc1C | . | -3.1 | -0.8
NNC(=O)c1ccc(-c2ccccc2F)cc1 | i | -1.2 | 7.4
Cc1ccc(NC(=O)c2noc3c2CCCCC3)cc1 | i | 0.1 | 12.6
O=C(NC1CCCCC1)C(c1ccncc1)N(C(=O)Cc1cccs1)c1ccccc1 (stereo not drawn) | i | 0.3 | 17.1
O=C(NC1CCCC1)C(c1ccncc1)N(C(=O)Cc1cccs1)c1ccc(F)cc1 (stereo not drawn) | i | -0.8 | 25.2
O=C(CP(=O)(O)CC(=O)c1ccccc1)c1ccccc1 | i | -1.2 | 12.8
O=C(N[C@@H](Cc1c[nH]c2ccccc12)C(=O)O)c1ccccc1Cl | i | 0.2 | 7.2
O=C1CSC(c2ccccc2)N1Nc1nc(N2CCOCC2)nc(N2CCOCC2)n1 (stereo not drawn) | i | -0.2 | 8.1
NC(=O)c1ccccc1NC(=O)/C=C/c1cccc(Cl)c1 | i | 3.5 | 10.0
CCN(CC(=O)Nc1cccc(C(C)=O)c1)S(=O)(=O)c1ccc(OC)cc1 | i | 0.1 | 13.1
Cc1ccc(NC(=O)C2CCCN(c3ncccn3)C2)cc1F (stereo not drawn) | i | -0.6 | -0.6
COc1ccc(OC(C)=O)c(C2c3cc(OC)c(OC)cc3CCN2C(C)=O)c1 (stereo not drawn) | i | -1.5 | 7.2
O=C1NC(CCc2ccccc2)C(=O)N1CCOc1ccccc1 (stereo not drawn) | i | -2.3 | 16.3
COc1cccc(NS(=O)(=O)c2c(C)nc3sccn3c2=O)c1 | i | -2.0 | 15.8
COc1ccccc1C(=O)N1CCC(N2CCN(c3ccccc3)CC2)CC1 | i | -2.1 | 3.0
CC1(c2ccccc2Cl)NC(=O)N(CC(=O)NCCC2=CCCCC2)C1=O (stereo not drawn) | i | 0.2 | 10.9
COc1ccc(-n2c(C)c(C(C)=O)c3cc(OC(C)=O)ccc32)cc1 | i | 0.3 | .
O=C(NCCN1CCCCC1)Nc1ccc(F)cc1 | i | -1.3 | 25.3
CCOC(=O)C1CCN(Cc2cn(C)nc2-c2ccc(Oc3ccccc3)cc2)CC1 | i | -1.0 | 16.7
Cc1ccc(S(=O)(=O)NCC(=O)NCc2ccncc2)cc1 | i | -0.5 | 12.9
O=C(CSc1nnc(-c2ccc(O)cc2)n1-c1ccccc1)CC(=O)Nc1ccccc1 | i | -0.9 | 5.9
COc1ccccc1CNC(=O)CCCc1cn(C)c2ccccc12 | i | -0.8 | .
CCOc1ccc(NC(=O)CN(C)C(=O)c2cccnc2Sc2ccccc2Cl)cc1OCC | i | -1.8 | 29.4
O=C(C1CCCN(S(=O)(=O)Cc2ccccc2)C1)N1CCc2ccccc21 (stereo not drawn) | i | -0.4 | 29.6
CC(C)c1nnc(NC(=O)C2CCCN2C(=O)Nc2ccccc2)s1 (stereo not drawn) | i | -0.7 | 12.3
COC(=O)c1cc(N=Cc2c(O)c3ccccc3oc2=O)cc(C(=O)OC)c1 | i | 0.9 | 42.9
